# FXIa inh 1536: blocks human coagulation factor XIa protease activity; purified FXIa, Boc-Glu-Ala-Arg-AMC fluorogenic substrate; inhibition, % at 5 µM; hit rate 0.14% among 220,000;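 active means inhibition of at least 40%; inactive means inhibition below 40%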;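 further: fluorescence of freed AMC excited at 355 nm; 0% = enzyme without compound and 100% = no enzyme blank; many of its hits are not listed in these tables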
# Furin inh: inhibitors of human furin. P09958. AID 463115. hit rate 0.061% among 220,000. purified furin, fluorogenic substrate cleavage. inhibition, % at 30 µM; in the data active means inhibition above about 25%; further: inactives centre near -15
# Target sequence (P09958 108-714 limits assumed): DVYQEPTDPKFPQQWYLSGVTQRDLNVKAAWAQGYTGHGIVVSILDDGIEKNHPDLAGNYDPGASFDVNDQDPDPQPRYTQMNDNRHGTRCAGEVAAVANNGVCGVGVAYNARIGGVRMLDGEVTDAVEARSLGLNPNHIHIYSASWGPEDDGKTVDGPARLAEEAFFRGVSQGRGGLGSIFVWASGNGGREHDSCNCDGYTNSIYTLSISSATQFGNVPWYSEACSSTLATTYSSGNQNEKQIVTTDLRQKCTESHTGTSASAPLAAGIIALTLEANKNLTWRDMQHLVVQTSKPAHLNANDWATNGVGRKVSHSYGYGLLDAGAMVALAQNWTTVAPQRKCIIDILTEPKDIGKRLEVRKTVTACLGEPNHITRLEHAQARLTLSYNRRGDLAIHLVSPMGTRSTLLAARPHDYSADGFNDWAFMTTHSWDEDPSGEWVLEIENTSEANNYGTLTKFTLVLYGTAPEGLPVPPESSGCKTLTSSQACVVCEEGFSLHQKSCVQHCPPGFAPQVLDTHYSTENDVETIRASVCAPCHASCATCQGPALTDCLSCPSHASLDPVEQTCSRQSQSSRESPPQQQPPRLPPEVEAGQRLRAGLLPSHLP
# hK5 inh: kallikrein 5 (human) inhibition; Q9Y337; hit rate 0.59% among 210,000; inhibition, % at 5 µM; recombinant hK5, fluorogenic AMC substrate cleavage; AID 873;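 active means inhibition of 40% or more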;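 further: 0% = enzyme controls without compound and 100% = no-enzyme blanks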
# Target sequence (Q9Y337 67-293 limits assumed): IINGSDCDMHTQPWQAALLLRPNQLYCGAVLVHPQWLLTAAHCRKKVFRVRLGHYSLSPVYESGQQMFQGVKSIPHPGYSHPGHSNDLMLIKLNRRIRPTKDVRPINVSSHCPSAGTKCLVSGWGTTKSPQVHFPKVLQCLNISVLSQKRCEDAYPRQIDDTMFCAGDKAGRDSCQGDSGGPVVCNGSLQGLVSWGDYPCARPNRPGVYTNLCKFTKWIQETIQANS
# Cl transport mod: KCC2 (human) Cl- transport modulation; Q9H2X9; KCC2 cells, thallium flux FluoZin-2 fluorescence; B-score of Tl+ flux slope (higher = more flux/activation; lower = inhibition) at 10 µM; hit rate 2.2% among 190,000;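 active means thallium flux slope and its plate-corrected score both differing from the plate sample mean at a set confidence after two filtering rounds, in either direction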;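 further: slope of fluorescence scaled to starting intensity during 10 to 20 s after thallium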
# PERK inh: inhibitors of human PERK kinase; inhibition, % at 5.6 µM; CHO PERK-DD fusion, SEAP luminescence translation reporter; hit rate 0.17% among 220,000; AID 1416;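 active means inhibition above the mean inhibition of all tested compounds plus 3 SD, set separately per screening campaign, cut at about 2.9% in these data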;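 further: PERK kinase domain activated by AP20187 dimerizer at 100 nM; 0% = DMSO with dimerizer and 100% = rapamycin at 8.4 µM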
# Wee1 stabilizer: human Wee1 degradation inhibition, primary screen; HeLa Luc-Wee1K328M stability, luciferase luminescence; 100% = proteasome inhibitor MG132 effect; P30291; hit rate 1.2% among 220,000; AID 1321; reporter increase, % at 5 µM;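 active means activation above the mean of all tested compounds plus 3 SD, set per screening run, cut at about 8.8% in these data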;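 further: cells exposed to compound for 20 h before luminescence read; 0% = DMSO alone and 100% = MG132 at 30 µM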
# FXIIa inh: blocks human coagulation factor XIIa protease activity; hit rate 0.3% among 220,000; inhibition, % at 5 µM; purified FXIIa, Boc-QGR-AMC fluorogenic substrate, 2 h; AID 800; P00748; in the data active means inhibition above about 40%;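 further: 0% = enzyme with no compound and 100% = blank without enzyme; many of its hits are not listed in these tables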
# p97 inhibitor: blocks human p97 ATPase activity | P55072 | recombinant p97 ATPase, Kinase-Glo ATP luminescence, 3 h | inhibition, % at 8 µM | hit rate 0.42% among 220,000; in the data active means inhibition above about 15%;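 further: 0% = DMSO vehicle and 100% = wells lacking enzyme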
# thrombin 1536: inhibitors of human thrombin. P00734. alpha-thrombin, Boc-VPR-AMC fluorogenic substrate cleavage. inhibition, % at 5 µM. hit rate 0.26% among 220,000. AID 1046;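 active means inhibition at or above 40%; inactive means inhibition below 40%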;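 further: 0% = enzyme with no compound and 100% = wells without enzyme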
#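 signal = AMC fluorescence, 355/460 nm | material = human alpha-thrombin enzyme | control set = enzyme without compound as high, wells lacking enzyme as low | times = reaction at room temperature | read-out basis = percent inhibition scaled between no-compound controls and no-enzyme blanks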
# Active calls of the source: *; / = not tested or not shown; [ ] = dose if it differs, or a comment.
SMILES,FXIa inh 1536,Furin inh,hK5 inh,Cl transport mod,PERK inh,Wee1 stabilizer,FXIIa inh,p97 inhibitor,thrombin 1536
c1csc(-c2nc3ccccn3c2NC2CCCCC2)c1,-1,-27,0,-1.1,-0.4,1,4,-5,-1
Cc1cccc(NC(=O)Cc2noc3ccccc23)c1,6,15[20 µM],-11,0.036,-0.4,-2,15,3,3
O=C(C1CC1)N1CCc2sccc2C1c1ccc(Cl)cc1 (stereo not drawn),-3,-16,-3,-2.2,-1.2,7,3,0,-6
O=C(CCCn1c(=O)[nH]c2ccsc2c1=O)N1CCN(Cc2ccc3c(c2)OCO3)CC1,4,-16[20 µM],2,-0.97,0.1,-4,7,4,1
CC(C)Cc1nn2c(N)c(/C=C3\C=Nc4ccccc43)c(=O)nc2s1,4,-21,2,-0.18,1.9,0,7,16*,-7
N#Cc1ccc(C(=O)Nc2ccc(N3CCN(C(=O)c4ccco4)CC3)cc2)c(F)c1,9,-9[20 µM],-11,-1.1,-1.7,-2,22,-7,7
CC12CCC(=O)N1C(C(=O)OCC(=O)Nc1cc(S(=O)(=O)N3CCCCC3)ccc1Cl)CS2 (stereo not drawn),5,-17,-7,0.43,0.4,0,11,-3,1
N#Cc1cc(C#N)c(N2CCN(c3cccc(Cl)n3)CC2)nc1N,-9,-5[20 µM],-3,-0.44,-1.3,-2,18,-6,1
COc1cc(NC(=O)c2cccnc2)ccc1-c1cc2ccccc2oc1=O,-1,-28,1,-0.23,1.3,0,4,2,-2
CCc1nccn1-c1cc(C(C)(C)C)nc2c(-c3ccc(Cl)cc3)cnn12,6,-21,-5,1.5,-0.4,2,2,4,-7
CCCN1CC=C2C(C#N)=C(N)C(C#N)(C#N)C(c3cc(OC)ccc3OC)C2C1 (stereo not drawn),-7,-16,-1,-1.7,0.0,1,2,3,-2
O=C(Nc1ccccc1F)NC1CC1,-5,-22,-3,-1.7,1.2,-2,1,6,-6
CCCCCOC(=O)NCCOC(=O)Nc1ccc(C(=O)OCC)cc1,-1,-23,-2,/,-1.1,3,-2,-4,-11
CCOC(=O)c1ccc(NC(=O)CSc2nnc(CNC(=O)c3ccccc3F)o2)cc1,-3,6[20 µM],-48,-0.29,-1.6,2,-2,-7,-18
Cc1ccc(S(=O)(=O)NNC(=O)c2sccc2-n2cccc2)cc1,-7,-16[20 µM],2,/,0.9,0,-15,3,-3
Clc1ccc(C[n+]2csc3ccccc32)cc1,-4,-8,-4,/,0.7,0,9,-1,0
CCOC(=O)C1CCN(C(=O)CC(NS(=O)(=O)c2ccc(OC)cc2)C(C)C)CC1 (stereo not drawn),5,-2,1,-0.11,-0.5,2,9,2,4
O=[N+]([O-])c1ccc(SCc2c(F)cccc2Cl)nc1,2,-8,0,/,0.8,0,3,5,-4
c1ccc(CCNc2nc3ccccc3s2)cc1,2,-22[20 µM],-1,/,0.6,0,14,1,-2
COc1ccc(OC)c(NC(=O)Cn2c(=O)n(CC(=O)NCc3ccco3)c(=O)c3ccccc32)c1,4,-18[20 µM],0,0.77,-0.2,6,13,-2,2
COc1cc(/C=N/NC(=S)Nc2cccc(S(=O)(=O)N(C)C)c2)cc(OC)c1O,1,-7,-10,-0.59,0.1,-2,6,5,0
O=C(CSc1nn(-c2ccc(F)cc2)c(=S)s1)N1CCN(C(=O)c2ccco2)CC1,5,-14,4,-2,0.0,-2,7,3,-2
Cc1ccc(S(=O)(=O)N2CCCCC2)cc1NC(=O)COc1ccccc1F,-3,-8,-3,-0.54,0.4,-4,7,-1,-13
Cc1ccc2nc(-c3ccccc3O)c(Nc3ccc4c(c3)OCCO4)n2c1,-4,-11,-18,0.45,-0.7,-1,3,-1,-7
COc1ccc(-n2nnc3c(SCC(=O)OCc4ccccc4)ncnc32)cc1,5,-9,22,/,1.6,-2,14,0,4
Cc1ccc(-c2ccc(/C=N/NC(=O)c3ccccc3O)o2)cc1,-1,-8,-4,61*,3.1*,4,3,11,-1
O=C(NCc1ccco1)c1cc2sccc2n1Cc1ccccc1,4,-25[20 µM],-10,-0.49,-0.7,0,12,-5,-5
COc1ccc(OC)c(N(CC(=O)Nc2ccccc2C(=O)NCc2ccco2)S(C)(=O)=O)c1,-2,0[20 µM],-1,0.06,-1.3,0,1,1,-3
COc1c(Br)cc(Br)cc1/C=N/NC(=O)c1ccncc1,-1,-16,3,-1.1,0.5,-1,7,5,-4
CCc1ccccc1NC1c2ccccc2C(=O)N1c1cc(C)ccn1 (stereo not drawn),5,-29,-5,0.58,0.3,-1,10,6,2
COc1ccc(OC2C(=O)N(c3ccc(F)cc3)C2c2ccc(OC)c(OC)c2)cc1 (stereo not drawn),3,-15[20 µM],-10,0.42,0.0,-3,23,3,4
COc1ccc(OC)c(S(=O)(=O)Nc2ccc(OCC(=O)O)cc2)c1,-2,-27,0,0.57,1.3,-3,3,1,0
Cc1ccc(C(=O)N2CCN(c3ncnc4c(C)csc34)CC2)cc1,-3,-10,-8,-1.5,-0.4,2,-1,5,-9
CCc1c(C(C)S(=O)(=O)c2ccc(C)cc2)[nH]c(=O)n1-c1ccc(C)cc1 (stereo not drawn),7,1[20 µM],5,/,-0.2,0,16,0,4
Cc1ccccc1C(=O)Oc1ccc(Br)cc1C(=S)N1CCCC1,3,-5,-4,0.094,0.5,-1,16,5,1
Cc1nc(Oc2ccc(S(=O)(=O)N3CCOCC3)cc2Cl)c2c3c(sc2n1)CCCC3,-4,-7,-13,-0.062,-1.4,6,1,-5,-8
Nc1ccc2nc(NC(=O)C3CCCCC3)sc2c1,-5,-26,-3,1.1,0.1,0,1,6,-3
C=C(C)c1cccc(C(C)(C)NC(=O)Nc2ncccn2)c1,0,-20[20 µM],-12,/,0.1,-2,14,-1,-3
O=C(Cn1nnc2ccccc21)c1ccccc1,40,-2,-22,-0.049,0.0,3,17,-4,-8
CC(C)(C)NC(=O)C(c1ccccc1)N(C(=O)c1csnn1)C1CC1 (stereo not drawn),-8,-12,-4,/,-0.3,1,5,2,-3
Cc1ccc(NC(=S)N(Cc2ccccc2)C(C)C)cc1,2,-13,-2,-0.61,0.1,-1,10,-12,0
COc1ccc(NC(=O)N/C=C/c2ccc(Cl)cc2)cc1,-4,-19,-5,1.2,0.2,2,2,1,-4
CSc1oc(-c2ccccc2)nc1S(=O)(=O)c1ccc(F)cc1,10,-20[20 µM],-4,0.0031,-1.2,0,13,2,-1
Cc1c(Cl)cccc1NC(=S)N1CCN(Cc2ccc3c(c2)OCO3)CC1,1,-22,-7,0.35,1.4,-2,13,7,-2
Cc1ccc(-c2nn(C)c(=O)c3ccccc23)cc1CNC(=O)c1ccco1,5,-16,22,/,-0.9,-1,20,-3,3
Cc1ccccc1C(=O)NCc1nnc(SCC(=O)N2c3ccccc3Sc3ccccc32)n1C,-4,-11[20 µM],-5,-1.3,-0.7,-3,9,2,-5
CCn1nc(C(=O)OCc2cccc(S(=O)(=O)N(C)C)c2)c2ccccc2c1=O,-1,-24,0,-1.1,0.6,-1,8,-3,-2
COc1ccc(C(N)=S)c(OC)c1,7,-3,-18,0.13,1.2,1,10,3,-9

# Four of the compounds above, with two lines to a compound:
# Below each SMILES – FXIa inh 1536	Furin inh	hK5 inh	Cl transport mod	PERK inh	Wee1 stabilizer	FXIIa inh	p97 inhibitor	thrombin 1536
> CSc1oc(-c2ccccc2)nc1S(=O)(=O)c1ccc(F)cc1
  10	-20[20 µM]	-4	0.0031	-1.2	0	13	2	-1
> CCn1nc(C(=O)OCc2cccc(S(=O)(=O)N(C)C)c2)c2ccccc2c1=O
  -1	-24	0	-1.1	0.6	-1	8	-3	-2
> Cc1ccc(NC(=S)N(Cc2ccccc2)C(C)C)cc1
  2	-13	-2	-0.61	0.1	-1	10	-12	0
> COc1ccc(NC(=O)N/C=C/c2ccc(Cl)cc2)cc1
  -4	-19	-5	1.2	0.2	2	2	1	-4

# Fetched one by one from the entries so far:
SMILES,FXIa inh 1536,Furin inh,hK5 inh,Cl transport mod,PERK inh,Wee1 stabilizer,FXIIa inh,p97 inhibitor,thrombin 1536
O=[N+]([O-])c1ccc(SCc2c(F)cccc2Cl)nc1,2,-8,0,/,0.8,0,3,5,-4
COc1ccc(OC2C(=O)N(c3ccc(F)cc3)C2c2ccc(OC)c(OC)c2)cc1 (stereo not drawn),3,-15[20 µM],-10,0.42,0.0,-3,23,3,4
CCn1nc(C(=O)OCc2cccc(S(=O)(=O)N(C)C)c2)c2ccccc2c1=O,-1,-24,0,-1.1,0.6,-1,8,-3,-2
Cc1ccc(-c2ccc(/C=N/NC(=O)c3ccccc3O)o2)cc1,-1,-8,-4,61*,3.1*,4,3,11,-1
O=C(CCCn1c(=O)[nH]c2ccsc2c1=O)N1CCN(Cc2ccc3c(c2)OCO3)CC1,4,-16[20 µM],2,-0.97,0.1,-4,7,4,1
O=C(Nc1ccccc1F)NC1CC1,-5,-22,-3,-1.7,1.2,-2,1,6,-6
